# Source: PubChem BioAssay (several laboratories)
# Tat export inh: inhibitors of E. coli Tat protein transport; E. coli MC4100 TorA-mCherry Tat export, fluorescence; inhibition, % at 10 µM; 0.036% of 340,000 active; AID 488895;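 active = mean replicate inhibition at least 50% and at least half of replicates individually reaching 50%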;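 also: exported cargo escapes ClpAP degradation while cytoplasmic cargo is degraded and loses fluorescence; 0% = median of neutral control wells and 100% = median of NaSCN control wells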
# Ecoli viability: bacterial growth inhibition, counter-screen for AddAB inhibitors | inhibition, % at 11.9 µM | 0.27% of 330,000 active | E. coli V3065 growth, OD600 absorbance, 18 h;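 active = inhibition above the campaign's mean inhibition across all tested compounds plus 3 SD, cut at about 9.9% in these data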;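 also: uninfected addAB+ strain grown without phage in ampicillin broth; 0% = DMSO wells and 100% = ciprofloxacin 0.95 µg/ml wells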
# Mot1-301 SUMO: SUMOylation pathway inhibition by Mot1-301 growth rescue; S. cerevisiae Mot1-301 growth rescue, ATP luminescence, 38.5C; percent above DMSO median, 100 means doubled; growth rescue, % at 18.8 µM; 1% of 320,000 active; AID 2716;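 active = every valid replicate shows activation above 250% relative to neutral control wells; inactive = the rest, any valid replicate at or below 250%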;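 also: OY570 slx delta 5 strain wells were the positive control but not used for scaling; some compounds called inactive have numbers as strong as hits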
# HTR5A inv ctr: counter-screen for OPRM1-OPRD1 inverse agonists: human HTR5A inverse agonism; P47898; HTR5A cell line, luminescence; inhibition, % at 9.3 µM; 0.083% of 340,000 active; AID 504634; in the data active = inhibition mostly above about 23%, no sharp cut-off; inactive = mostly below about 18%;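 also: 0% = cells with DMSO and 100% = no-cell wells with DMSO; some compounds called inactive have numbers as strong as hits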
# Target sequence (P47898 whole entry, looked up): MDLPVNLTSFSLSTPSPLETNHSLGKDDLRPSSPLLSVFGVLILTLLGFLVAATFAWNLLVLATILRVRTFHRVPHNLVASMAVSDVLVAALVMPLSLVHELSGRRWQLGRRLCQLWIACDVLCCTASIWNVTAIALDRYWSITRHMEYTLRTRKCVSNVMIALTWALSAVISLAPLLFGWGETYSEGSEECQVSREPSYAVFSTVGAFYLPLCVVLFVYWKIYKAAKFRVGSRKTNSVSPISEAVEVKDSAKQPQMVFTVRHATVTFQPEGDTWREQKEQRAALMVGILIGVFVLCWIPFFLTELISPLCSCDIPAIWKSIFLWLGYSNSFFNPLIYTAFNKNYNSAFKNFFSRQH
# AddAB inh: less growth of phage-infected E. coli with AddAB | E. coli expressing H. pylori AddAB, absorbance growth | inhibition, % at 11.9 µM | 0.29% of 330,000 active; in the data active = inhibition above about 12%;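 also: 0% = vehicle wells of infected cells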
# DAGLB inh: diacylglycerol lipase beta (human) inhibition | Q8NCG7 | HEK293T DAGLB membrane lysate, EnzChek fluorogenic substrate | inhibition, % at 5.17 µM | 0.059% of 340,000 active; in the data active = inhibition above about 34%;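 also: 0% = enzyme with vehicle and 100% = wells lacking enzyme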
# PKA-R2B act: activates the human PKA-R2B holoenzyme complex; P22694+P31323; PKA-R2B holoenzyme dissociation, Cy5-IP20 fluorescence polarization; R2B truncated from residue 108, S112A mutant; 0% DMSO only, 100% 113 µM cGMP; activation, % at 11.4 µM; 0.079% of 340,000 active; AID 504700;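 active = activation above a cutoff set at the mean over all compounds plus 3 SD, cut at about 18% in these data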;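 also: higher means more holoenzyme dissociation and a rise in polarization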
# phage Ecoli inh: E. coli growth loss with phage present; inhibition, % at 11.9 µM; AID 651602; growth absorbance; 0.26% of 360,000 active; in the data active = inhibition above about 11%
# PKA-R1A act: activates the PKA-R1A holoenzyme complex | AID 504707 | PKA-R1A dissociation, Cy5-IP20 fluorescence polarization; scaled: DMSO 0%, 113 µM cGMP 100% | activation, % at 11.4 µM | 0.083% of 340,000 active | P00514+P68181;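 active = percent activation above the mean of all tested compounds plus 3 SD, cut at about 19% in these data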;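 also: higher means more PKAc released from R1A so a rise in polarization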
# CDK5 p35 inh: inhibitors of human CDK5/p35 kinase | inhibition, % at 10 µM | Recombinant CDK5/p35, ADP-Glo luminescence, 60 min | 0.01% of 330,000 active;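 active = highest replicate inhibition of at least 50% and at least 75% of replicates reaching 50%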;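 also: plate controls were DMSO neutral control for no effect and GW8510 at 10 µM for full effect; many of its hits are not listed in these tables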
# Target sequence (Q00535 whole entry, looked up): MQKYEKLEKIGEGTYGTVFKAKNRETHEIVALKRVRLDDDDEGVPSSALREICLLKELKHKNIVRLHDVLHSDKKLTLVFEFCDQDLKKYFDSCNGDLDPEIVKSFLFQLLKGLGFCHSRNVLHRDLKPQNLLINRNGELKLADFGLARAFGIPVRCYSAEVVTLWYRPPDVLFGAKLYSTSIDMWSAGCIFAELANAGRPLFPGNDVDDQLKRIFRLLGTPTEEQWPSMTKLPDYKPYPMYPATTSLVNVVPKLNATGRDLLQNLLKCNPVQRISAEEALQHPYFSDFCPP
# Target sequence (Q15078 whole entry, looked up): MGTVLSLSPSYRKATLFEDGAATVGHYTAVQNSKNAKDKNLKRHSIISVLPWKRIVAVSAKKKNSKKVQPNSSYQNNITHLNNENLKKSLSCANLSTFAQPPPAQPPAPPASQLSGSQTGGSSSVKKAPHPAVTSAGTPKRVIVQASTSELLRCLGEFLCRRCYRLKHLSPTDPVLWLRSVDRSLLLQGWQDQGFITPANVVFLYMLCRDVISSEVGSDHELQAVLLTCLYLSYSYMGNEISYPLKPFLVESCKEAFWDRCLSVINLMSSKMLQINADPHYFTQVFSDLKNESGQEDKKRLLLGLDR
# HTR5A ag ctr: activates human HTR5A in OPRM1-OPRD1 agonist counter-screen | AID 504692 | HTR5A agonist assay, luminescence, cell-based | P47898 | activation, % at 9.3 µM | 0.61% of 340,000 active; in the data active = activation mostly above about 9.5%, no sharp cut-off; inactive = mostly below about 7.6%;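 also: 0% = cells with vehicle only and 100% = reference agonist; strong numbers were not always called active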
# Numbers without * were called inactive; x = no result given. No enrichment for hits, and some 2.3% of all compounds hit somewhere here.
SMILES,Tat export inh,Ecoli viability,Mot1-301 SUMO,HTR5A inv ctr,AddAB inh,DAGLB inh,PKA-R2B act,phage Ecoli inh,PKA-R1A act,CDK5 p35 inh,HTR5A ag ctr
O=C(OCC(=O)N1CCCc2ccccc21)c1cc(S(=O)(=O)N2CCOCC2)ccc1F,-2,-0.2,-9,-3,0.0,3,-3,1.8,-3,1.9,1
CCCn1nnc(NC(=O)C(C)Oc2ccc(Cl)cc2Cl)n1 (stereo not drawn),7,-2.9,-6,2,2.5,1,14,2.3,1,0.9,5
COc1cc(C(=S)N2CCOCC2)ccc1OS(=O)(=O)c1ccccc1[N+](=O)[O-],-3,-2.3,70,-10,-1.2,2,5,4.7,-3,-1.1,-3
Cc1cc(N2C(=O)CCC2=O)ccc1NC(=O)c1cccs1,-2,0.6,-22,-7,-0.6,-2,-18,0.0,0,-2.0,-5
CC(=O)Nc1nnc(SCC(=O)c2ccc(F)cc2)s1,-7,-0.9,-3,-3,-0.5,1,-10,1.2,0,2.1,1
CC(C)n1cc(-c2nc(C(=O)NN)cs2)c(=O)n(Cc2ccccc2)c1=O,1,-2.0,-6,-14,0.7,-5,3,3.8,1,0.4,-2
CCOc1ccc(Cc2nnc(SCC(=O)Nc3ccc(OC)cc3)n(N)c2=O)cc1,-3,-2.8,18,19,1.6,3,1,2.7,0,0.6,3
O=C(Nc1cccc([N+](=O)[O-])c1)C1CCN(C(=O)Cc2ccccc2)CC1,-2,-0.8,-23,8,0.9,-1,-1,1.3,0,-2.5,0
C=CCn1c(SCC(=O)c2cc(C)n(C)c2C)nnc1-c1ccncc1,-8,0.8,11,8,3.9,0,0,-1.7,-7,1.0,2
Cc1sc2ncn(CC(=O)OCC(=O)NC(C)(C)C)c(=O)c2c1C,3,2.3,x,-15,2.3,2,-13,1.1,-12,1.2,0
CN(C)c1nc(NN)nc(Nc2ccc(F)cc2)n1,0,-3.9,-7,-7,-3.0,-7,-17,-3.7,-6,-0.7,2
Cc1ccc(N2C(=O)c3ccccc3C2C(=O)c2ccc(C)c(C)c2O)cc1 (stereo not drawn),0,-2.5,-6,-35,-1.6,-5,-5,1.6,-13,0.8,-4
CCOc1ccc(C(C)=O)cc1COC(=O)c1cccnc1SC,0,-0.6,-8,3,1.8,-6,13,3.6,11,-2.7,4
COc1ccccc1CNC(=O)N1CCN(S(=O)(=O)c2ccc(Cl)cc2)CC1,6,-0.6,94,-4,2.9,-3,5,0.0,11,0.7,5
C/C(CC(=O)Nc1ccc(Cl)c(C(F)(F)F)c1)=N\NC(N)=S,-4,-2.7,-21,-5,1.9,0,0,3.7,-5,0.5,2
CCC(CC)N1CCN(S(=O)(=O)c2ccc(OC)cc2)CC1,-10,-0.2,13,-11,2.7,-12,1,-0.7,1,-1.0,0
CCn1cc(C(=O)NCc2ccc(C)cc2)c(=O)c2cc(S(=O)(=O)N(C)C)ccc21,2,-0.4,-12,-2,1.7,2,0,3.9,5,-1.3,0
COc1ccc(CC(=O)NNC(=O)CCC(=O)Nc2cc(C)ccc2C)cc1,-2,-2.9,-2,7,0.3,4,4,2.9,-9,-0.7,-2
Cc1ccc(NCC(=O)N/N=C/c2cccn2C)cc1,6,-1.1,9,-23,0.9,2,-5,-0.2,2,-0.3,7
CN(C(=O)COc1ccc([N+](=O)[O-])cc1)C1CCS(=O)(=O)C1 (stereo not drawn),-4,-1.3,-4,x,1.0,x,x,4.9,x,0.4,x
CCCSc1nc(N2CCOCC2)c2c(c1C#N)CC(C)(C)SC2,5,0.7,-9,4,0.8,-14,14,0.6,0,-2.9,1
COc1ccc(-c2cc3nc(C)c(CCC(=O)NCc4ccc(F)cc4)c(C)n3n2)c(OC)c1,14,-0.2,29,-2,-0.6,1,-7,0.2,4,-4.0,2
COc1ccc(-c2sc3cc4c(cc3c2C#Cc2cncn2C)OCO4)cc1,4,-2.2,13,-2,-1.1,2,-1,1.8,-4,1.6,1
CCOC(=O)COc1ccc(Br)cc1/C=C\c1[nH]c(=O)[nH]c(=O)c1[N+](=O)[O-],-9,-0.4,-8,40,2.2,8,-5,1.4,11,2.2,4
CCOc1ccc(C(=O)COc2ccc(NC(C)=O)cc2)cc1,7,0.7,187,-16,4.5,0,3,-0.2,3,2.6,6
O=C(COC(=O)c1ccc(F)cc1)Nc1ccc2c(c1)OCO2,-6,-2.4,18,2,-0.4,-4,-1,2.0,4,0.6,0
CC1CCCC(NC(=O)CSC2=Nc3ccccc3C3CC=NN23)C1C (stereo not drawn),1,-0.5,39,2,1.3,4,3,0.1,6,-0.7,-1
O=C(NCCCN1CCCC1=O)c1cccc(S(=O)(=O)Nc2ccc(Br)cc2)c1,0,-0.3,28,13,0.3,1,-17,2.9,-13,0.4,-5
O=C(O)CN1C(=O)/C(=C/c2cccc(Cl)c2)Oc2ccccc21,-7,2.4,-22,6,-0.2,7,-5,2.3,3,0.4,-2
C=CCn1c(SCN2C(=O)c3ccccc3C2=O)nc2ccc(Cl)cc2c1=O,1,-0.9,-3,-3,0.2,-4,19*,0.4,3,1.0,9
Cc1ccc(-c2nc(NCCN3CCOCC3)c3ccccc3n2)cc1,1,-0.7,-2,-7,0.1,-2,-2,-0.1,-11,-0.6,0
Cc1cc(C(F)(F)F)n(-c2nc(C(=O)N/N=C/c3ccc(F)cc3)cs2)n1,2,0.7,-18,-7,0.5,-10,-22,1.7,-5,1.0,2
COc1ccc(S(=O)(=O)N(C)c2ccc(C(N)=O)cc2)cc1,-4,0.4,-14,3,-0.1,-4,-3,3.1,-4,-2.1,-1
O=[N+]([O-])C(C1CCS(=O)(=O)C1)C1CCS(=O)(=O)C1 (stereo not drawn),-8,0.2,-8,x,-1.2,x,x,3.5,x,1.3,x
N#Cc1c(-c2ccc(F)cc2)cc(-c2cccnc2)nc1N,0,0.1,11,-5,1.3,-3,4,2.7,-10,-1.4,0
CCN(CC)CCCNC(=O)c1cn(-c2cccc(OC)c2)c(=O)c2ccccc12,-3,0.5,-4,3,-0.3,-1,-3,1.8,-5,-0.9,-1

# Exported with values under each structure: entries from further up.
# The line under a structure holds: Tat export inh, Ecoli viability, Mot1-301 SUMO, HTR5A inv ctr, AddAB inh, DAGLB inh, PKA-R2B act, phage Ecoli inh, PKA-R1A act, CDK5 p35 inh, HTR5A ag ctr
> O=C(O)CN1C(=O)/C(=C/c2cccc(Cl)c2)Oc2ccccc21
 : -7, 2.4, -22, 6, -0.2, 7, -5, 2.3, 3, 0.4, -2
> C=CCn1c(SCN2C(=O)c3ccccc3C2=O)nc2ccc(Cl)cc2c1=O
 : 1, -0.9, -3, -3, 0.2, -4, 19*, 0.4, 3, 1.0, 9
> Cc1ccc(-c2nc(NCCN3CCOCC3)c3ccccc3n2)cc1
 : 1, -0.7, -2, -7, 0.1, -2, -2, -0.1, -11, -0.6, 0
> Cc1cc(C(F)(F)F)n(-c2nc(C(=O)N/N=C/c3ccc(F)cc3)cs2)n1
 : 2, 0.7, -18, -7, 0.5, -10, -22, 1.7, -5, 1.0, 2
> COc1ccc(S(=O)(=O)N(C)c2ccc(C(N)=O)cc2)cc1
 : -4, 0.4, -14, 3, -0.1, -4, -3, 3.1, -4, -2.1, -1
> O=[N+]([O-])C(C1CCS(=O)(=O)C1)C1CCS(=O)(=O)C1 (stereo not drawn)
 : -8, 0.2, -8, x, -1.2, x, x, 3.5, x, 1.3, x
> N#Cc1c(-c2ccc(F)cc2)cc(-c2cccnc2)nc1N
 : 0, 0.1, 11, -5, 1.3, -3, 4, 2.7, -10, -1.4, 0
> CCN(CC)CCCNC(=O)c1cn(-c2cccc(OC)c2)c(=O)c2ccccc12
 : -3, 0.5, -4, 3, -0.3, -1, -3, 1.8, -5, -0.9, -1

# (continued)
SMILES,Tat export inh,Ecoli viability,Mot1-301 SUMO,HTR5A inv ctr,AddAB inh,DAGLB inh,PKA-R2B act,phage Ecoli inh,PKA-R1A act,CDK5 p35 inh,HTR5A ag ctr
Cc1ccc(CSc2nnc(SCC(=O)N/N=C/c3ccc(C(=O)O)cc3)s2)cc1,-7,-0.9,-4,-39,-0.3,-1,-1,-2.3,10,2.7,-3
COc1cc(C(=O)N/N=C/c2sccc2C)cc(OC)c1OC,-2,x,x,-4,x,1,-6,0.9,-3,0.0,2
Cc1cccn2c(=O)c(C=O)c(Nc3ccc(S(N)(=O)=O)cc3)nc12,-10,x,16,-18,x,-2,-3,x,-6,0.2,5
Cc1ccc(-c2noc(CN(C(=O)c3ccc4c(c3)OCO4)C(C)C)n2)cc1,-10,-2.3,163,-25,0.8,-8,-2,1.1,-4,-1.2,9
COc1ccc(OC(C)C(=O)N(C)Cc2nc(-c3ccccc3)no2)cc1 (stereo not drawn),-8,0.4,8,3,1.7,-2,3,0.2,-1,1.0,-1
CC(=O)Nc1ccc(C(=O)N/N=C/c2ccccc2OC(=O)c2ccc(Cl)cc2)cc1,2,-0.7,-21,-1,-0.3,1,-5,0.1,-16,-1.5,4
CC1CCN(c2oc(-c3ccco3)nc2S(=O)(=O)c2ccccc2)CC1,6,-0.1,4,13,-3.6,-1,-16,2.3,0,-0.3,-2
COc1ccccc1N1CCN(Cc2cnc3ccc(Cl)cn23)CC1,0,x,x,0,x,3,0,1.0,-1,-2.7,0
CCOC(=O)N1CCN(C(=O)CSc2nc3c([nH]c4ccccc43)c(=O)n2C)CC1,9,-1.2,-9,-9,0.8,-2,-12,4.2,-12,0.0,3
CCCCn1c(N)c(N(CC(C)C)C(=O)c2cccs2)c(=O)[nH]c1=O,-6,-1.9,5,5,-0.7,2,0,1.5,-11,-0.5,4
CCC(C)Nc1nnnc2c1sc1nc3c(cc12)COC(C)(C)C3 (stereo not drawn),0,-0.8,8,8,0.5,4,1,1.9,-5,1.7,-3
Cc1nn(C(=O)N2CCCCC2)c(C)c1CN1C(=O)c2ccccc2C1=O,-4,-0.2,68,14,-2.6,2,-5,2.0,-6,1.4,-6
CCOC(=O)N1CCN(C(=O)CCSc2ccccc2)CC1,0,-2.5,-17,11,3.8,1,-5,2.5,-3,2.0,-7
CCC(C)N1C(=O)CCC1C(=O)O (stereo not drawn),0,2.7,-18,-5,-1.7,2,8,1.1,-5,-0.4,3
O=C(c1cccc(C(F)(F)F)c1)C1CCCN(Cc2cccn2-c2ncccn2)C1 (stereo not drawn),6,-0.3,-6,8,-2.1,-1,-2,5.2,-8,-9.5,-2
CCOc1ccccc1NC(=O)c1nc(-c2ccccc2)oc1C,-4,2.8,104,2,1.7,-11,6,3.0,-3,-0.4,-1
Cc1nn(C)c(C(=O)N2CCOCC2)c1Cl,-1,1.5,8,26,4.1,-1,-7,1.0,-5,0.5,1
O=C(CC(=O)Nc1ccccc1C(F)(F)F)Nc1ccccc1C(F)(F)F,-9,-1.8,60,-8,-1.4,-4,0,1.9,3,-1.3,2
